Bioassay records: PubChem BioAssay, several laboratories
PMI inhibitors: inhibitors of human PMI, primary screen, biochemical, fluorescence intensity, coupled assay (AID 1209). purified PMI enzyme, coupled fluorescence intensity; higher % means a stronger effect. 190,000 compounds, 0.42% hits. inhibition, % at 20 µM, or IC50 in µM where a hit was titrated;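 note: plate controls were DMSO vehicle for no effect and wells lacking substrate for full effect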
PMI inhibition: MPI inhibition at elevated mannose 6-phosphate – biochemical, fluorescence intensity, high mannose 6-phosphate, primary screen (AID 1220); one-dose inhibition, % at 20 µM; IC50 in µM for titrated hits; recombinant PMI enzyme, coupled fluorescence intensity; higher % means a stronger effect; 190,000 compounds, 0.66% hits
TNAP activators: stimulation of alkaline phosphatase TNAP activity – biochemical, luminescent, no phosphate acceptor, uHTS, primary screen (AID 1001); 200,000 compounds, 0.03% hits; one-dose activation fold at 20 µM; EC50 in µM for titrated hits; purified TNAP, luminescent activation assay, no phosphate acceptor; higher activation fold means a stronger effect; in the data active = activation fold from about 3, or a potency from the dose series; inactive = the rest, 99 in 100 with activation fold below about 1.6; note: many of its hits are not listed in these tables
WT yeast gro inh: growth inhibition of WT yeast, mitochondrial fusion screen | AID 1362 | inhibition, % at 10 µM | 190,000 compounds, 2.1% hits | mitochondrial fusion phenotypic screen, WT strain; in the data active = inhibition above about 58%; tested in S. cerevisiae
P. falciparum M17LAP: P. falciparum M17LAP inhibitors, primary screen, biochemical, fluorogenic H-Leu-NHMec substrate, 1536-well (AID 1619); recombinant M17LAP, H-Leu-NHMec fluorogenic kinetic assay; higher % means a stronger effect; 220,000 compounds, 0.38% hits; one-dose inhibition, % at 30 µM; IC50 in µM for titrated hits;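 active = compound inhibiting the enzyme by more than half at any dose during confirmatory dose-response retesting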;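 note: plate controls were full reaction with DMSO carrier for no effect and no enzyme background for full effect; strong numbers were not always called active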
LYP phosphatase: PTPN22 lymphoid phosphatase activity blockers – biochemical, fluorescence intensity, uHTS (AID 1779); one-dose inhibition, % at 11.5 µM; IC50 in µM for titrated hits; recombinant LYP phosphatase, fluorescence intensity; higher % means a stronger effect; 290,000 compounds, 0.054% hits;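 note: plate controls were vehicle with enzyme for no effect and no enzyme for full effect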
XIAP displacement: XIAP antagonists, biochemical, IAP family, fluorescence polarization (AID 1018). one-dose displacement, % at 20 µM; IC50 in µM for titrated hits. XIAP BIR domain, fluorescence polarization peptide displacement; higher % means a stronger effect. 200,000 compounds, 0.007% hits; in the data active = displacement above about 50%; note: a part of the inactive calls stands beside numbers as strong as those of hits
Yfh1-off respiration: mitochondrial function rescue without frataxin homolog – Friedreich's ataxia, plus single-dose screen, dose response (AID 1465) | 220,000 compounds, 0.074% hits | S. cerevisiae Yfh1-off respiration, WST-1 reduction, 72 h; higher fold induction means a stronger effect | fold induction at 50 µM, or EC50 in µM where a hit was titrated;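 active = fold induction of absorbance versus untreated yeast above a set limit, then at least 30% activation at any dose in follow-up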;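 note: activators that raise dye reduction in frataxin-depleted yeast; strong numbers were not always called active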
P. falciparum M1AAP: malaria alanyl aminopeptidase activity blockers – biochemical, fluorogenic H-Leu-NHMec substrate, 1536-well (AID 1445); recombinant M1AAP, H-Leu-NHMec fluorogenic kinetic assay; higher % means a stronger effect; 220,000 compounds, 0.42% hits; inhibition, % at 30 µM, or IC50 in µM where a hit was titrated;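 active = primary inhibition above the hit cutoff, then over 50% inhibition at one or more dose response concentrations, cut at about 23% in these data, passing the limit was not always enough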;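 note: plate controls were DMSO full reaction for no effect and no enzyme background for full effect; strong numbers were not always called active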
WT yeast gro inh mutant strain: also measured in WT yeast gro inh; calls as there; inhibition, %; mitochondrial fusion phenotypic screen, mutant strain inhibition
An asterisk follows results filed as active. Cut-off read from the data, not from the text of the source, unless noted: active = inhibition above about 50%; inactive = the rest.

COc1ccc(-n2c(Cc3cccn3C)nnc2SCC(=O)Nc2nccs2)cc1 was read as PMI inhibitors 3.8%, PMI inhibition 11.5%, TNAP activators 1, WT yeast gro inh -18.1, P. falciparum M17LAP 9.9%, LYP phosphatase -1.0%, XIAP displacement -4.6%, Yfh1-off respiration inactive, P. falciparum M1AAP 7.7% and WT yeast gro inh mutant strain 6.5.
Screening CN1CCN(C(=O)CCN2C(=O)c3ccccc3C2=O)CC1 returned PMI inhibitors 12.7%, PMI inhibition 11.6%, TNAP activators 1.1, WT yeast gro inh -1.5, LYP phosphatase -7.2%, XIAP displacement -4.6%, Yfh1-off respiration inactive and WT yeast gro inh mutant strain 0.8.
`Cc1ccc(C(=O)NC2CCCCNC2=O)cc1C` (stereo not given) gave P. falciparum M17LAP 4.4%, LYP phosphatase -4.3%, Yfh1-off respiration inactive and P. falciparum M1AAP 8.5%.
For O=C(O)C1Nc2c(C(=O)N3CCOCC3)cccc2C2C=CCC12 (stereo not given) the results were PMI inhibitors -47.2%, PMI inhibition -47.2%, TNAP activators 1.1, WT yeast gro inh -4.4, P. falciparum M17LAP 0.5%, LYP phosphatase 2.0%, XIAP displacement -16.3%, Yfh1-off respiration inactive, P. falciparum M1AAP 12.6% and WT yeast gro inh mutant strain -9.7.
For COc1ccccc1Nc1nc(N)nc(CN2CCCCC2)n1 the results were PMI inhibitors 13.5%, PMI inhibition 10.8%, TNAP activators 1.1, WT yeast gro inh -1.7, P. falciparum M17LAP 3.5%, LYP phosphatase -1.1%, XIAP displacement -6.2%, Yfh1-off respiration inactive, P. falciparum M1AAP 1.6% and WT yeast gro inh mutant strain 2.7.
`CC(C)[C@@H]1NC(=O)c2cc([N+](=O)[O-])cc(I)c2NCC[C@@H](C(N)=O)NC(=O)[C@H](CO)NC1=O` gave PMI inhibitors -40.1%, PMI inhibition -55.8%, TNAP activators 1.1, WT yeast gro inh -11.2, P. falciparum M17LAP 8.0%, LYP phosphatase 0.9%, XIAP displacement -6.6%, Yfh1-off respiration inactive, P. falciparum M1AAP 6.0% and WT yeast gro inh mutant strain -26.5.
For Cc1ccc(O)c(C(=O)c2cnc3c(c2)c(C)nn3-c2ccccc2)c1 the results were PMI inhibitors 11.3%, PMI inhibition 17.7%, TNAP activators 1.2, WT yeast gro inh 22.6, P. falciparum M17LAP 4.0%, LYP phosphatase 4.3%, XIAP displacement -9.1%, Yfh1-off respiration inactive, P. falciparum M1AAP 3.1% and WT yeast gro inh mutant strain 3.4.
Screening COc1ccc2c(c1)SCC(=O)N2C returned PMI inhibitors 9.8%, PMI inhibition 16.9%, TNAP activators 1.1, WT yeast gro inh -5.9, P. falciparum M17LAP 4.6%, LYP phosphatase -5.7%, XIAP displacement -25.6%, Yfh1-off respiration inactive, P. falciparum M1AAP 9.8% and WT yeast gro inh mutant strain -0.7.
`Cn1c(=O)c2c(nc(SCc3cccnc3)n2Cc2ccccc2)n(C)c1=O` gave PMI inhibitors -15.3%, PMI inhibition -19.7%, TNAP activators 1.1, WT yeast gro inh -16.8, P. falciparum M17LAP 1.0%, LYP phosphatase -0.4%, XIAP displacement -1.7%, Yfh1-off respiration inactive, P. falciparum M1AAP -1.9% and WT yeast gro inh mutant strain -15.4.
`[O-][n+]1c2ccc3nonc3c2nn1-c1ccccc1Cl` gave PMI inhibitors 1.0%, PMI inhibition -1.4%, TNAP activators 1, WT yeast gro inh -18.6, P. falciparum M17LAP -3.4%, LYP phosphatase -7.5%, XIAP displacement -6.5%, P. falciparum M1AAP 3.1% and WT yeast gro inh mutant strain -9.9.
`O=C(NCN1C(=O)C2C3C=CC(C3)C2C1=O)Nc1ccccn1` (stereo not given) gave PMI inhibitors -9.6%, PMI inhibition -13.7%, TNAP activators 1, WT yeast gro inh 12.1, P. falciparum M17LAP 4.2%, LYP phosphatase -4.6%, XIAP displacement -6.6%, Yfh1-off respiration inactive, P. falciparum M1AAP 1.3% and WT yeast gro inh mutant strain 0.4.
Screening O=C(CCCN1C(=O)/C(=C/c2cccs2)SC1=S)NNC(=O)c1ccccc1O returned PMI inhibitors -3.4%, PMI inhibition -12.1%, TNAP activators 1.9, WT yeast gro inh -19.9, P. falciparum M17LAP 0.8%, LYP phosphatase -1.2%, XIAP displacement -0.6%, Yfh1-off respiration inactive, P. falciparum M1AAP 13.7% and WT yeast gro inh mutant strain -5.4.
`Cc1cc(NC(=O)CN2CCCCC2)n(-c2ccccc2)n1` gave P. falciparum M17LAP -4.0%, LYP phosphatase -1.0%, Yfh1-off respiration inactive and P. falciparum M1AAP 1.3%.
For CCOC(=O)/C(=N\Nc1ccccc1[N+](=O)[O-])c1csc(Nc2ccccc2)n1 the results were PMI inhibitors 9.2%, PMI inhibition 8.7%, TNAP activators 0.8, WT yeast gro inh 16.3, P. falciparum M17LAP 8.2%, LYP phosphatase 10.0%, XIAP displacement -10.8%, Yfh1-off respiration inactive, P. falciparum M1AAP 2.0% and WT yeast gro inh mutant strain 4.4.
Screening CN(C)CC(O)COc1cc2ccccc2cc1C(=O)N1CCCCC1 (stereo not given) returned PMI inhibitors 0.9%, PMI inhibition 8.9%, TNAP activators 1, WT yeast gro inh 1.2, P. falciparum M17LAP 2.2%, LYP phosphatase 0.5%, XIAP displacement -24.4%, Yfh1-off respiration inactive, P. falciparum M1AAP 14.6% and WT yeast gro inh mutant strain -0.9.
CC1CCCCC1NC(=O)COc1ccc(-n2cnnn2)cc1 (stereo not given) was read as PMI inhibitors 7.1%, PMI inhibition -2.6%, TNAP activators 1, WT yeast gro inh -5.6, P. falciparum M17LAP -8.3%, LYP phosphatase 6.2%, XIAP displacement -3.0%, Yfh1-off respiration inactive, P. falciparum M1AAP 0.8% and WT yeast gro inh mutant strain -19.9.
For CC(C)OC(=O)CSc1nc(Cc2ccccc2)nc2ccccc12 the results were PMI inhibitors 10.3%, PMI inhibition 5.5%, TNAP activators 1.1, WT yeast gro inh 13.6, P. falciparum M17LAP -12.5%, LYP phosphatase -0.4%, XIAP displacement -3.8%, Yfh1-off respiration inactive, P. falciparum M1AAP 3.0% and WT yeast gro inh mutant strain 2.3.
O=C(Oc1ccc(Cl)c2cccnc12)C12CC3CC(CC(C3)C1)C2 was read as PMI inhibitors 27.1%, PMI inhibition 25.3%, TNAP activators 1.1, WT yeast gro inh 39.0, P. falciparum M17LAP 12.3%, LYP phosphatase -0.3%, XIAP displacement -10.9%, Yfh1-off respiration inactive, P. falciparum M1AAP 4.8% and WT yeast gro inh mutant strain 4.4.
Screening CCOC(=O)c1sc(NS(=O)(=O)c2ccc(NC(C)=O)cc2)nc1C returned PMI inhibitors 9.5%, PMI inhibition 5.9%, TNAP activators 1, WT yeast gro inh 0.4, P. falciparum M17LAP -8.6%, LYP phosphatase -2.7%, XIAP displacement -2.8%, Yfh1-off respiration inactive, P. falciparum M1AAP 1.7% and WT yeast gro inh mutant strain -25.9.
For COc1ccccc1/C=C/C1NC(=O)NC(C)=C1C(=O)OC(C)C (stereo not given) the results were PMI inhibitors 2.5%, PMI inhibition -1.8%, TNAP activators 1.1, WT yeast gro inh -17.3, P. falciparum M17LAP -17.4%, LYP phosphatase 2.1%, XIAP displacement -5.0%, Yfh1-off respiration inactive, P. falciparum M1AAP 1.2% and WT yeast gro inh mutant strain 7.7.
For CNS(=O)(=O)c1cccc(C(=O)OCC(=O)Nc2ccc(OC)cc2[N+](=O)[O-])c1 the results were PMI inhibitors 0.6%, PMI inhibition -1.0%, TNAP activators 1.1, WT yeast gro inh -3.4, P. falciparum M17LAP 2.3%, LYP phosphatase -2.1%, XIAP displacement 0.5%, Yfh1-off respiration inactive, P. falciparum M1AAP -6.4% and WT yeast gro inh mutant strain 4.2.
Screening N#CC1=C(N)n2c(s/c(=C\c3ccco3)c2=O)=C(C#N)C1c1ccco1 (stereo not given) returned PMI inhibitors -9.6%, PMI inhibition -42.3%, TNAP activators 1, WT yeast gro inh 9.5, P. falciparum M17LAP 11.7%, LYP phosphatase 1.0%, XIAP displacement -6.1%, Yfh1-off respiration inactive, P. falciparum M1AAP 8.9% and WT yeast gro inh mutant strain 10.9.
For COc1ccc(CC(=O)N2CCCC(CNC(=O)c3ccccc3Cl)C2)cc1 (stereo not given) the results were PMI inhibitors 4.0%, PMI inhibition -0.3%, TNAP activators 1.1, WT yeast gro inh 12.0, P. falciparum M17LAP -0.4%, LYP phosphatase -7.9%, XIAP displacement -6.2%, Yfh1-off respiration inactive, P. falciparum M1AAP 3.9% and WT yeast gro inh mutant strain 8.8.
Screening CS(=O)(=O)Nc1ccc(C(=O)N2CCCC2)cc1 returned PMI inhibitors 5.1%, PMI inhibition 3.9%, TNAP activators 1, WT yeast gro inh -24.8, P. falciparum M17LAP -2.4%, LYP phosphatase -6.5%, XIAP displacement -2.6%, Yfh1-off respiration inactive, P. falciparum M1AAP 6.0% and WT yeast gro inh mutant strain -10.4.
Screening CCCCOc1ccccc1C1C(C(=O)OC)=CN(CC)C=C1C(=O)OC returned PMI inhibitors -16.6%, PMI inhibition 1.8%, TNAP activators 1.3, WT yeast gro inh 8.6, P. falciparum M17LAP -24.5%, LYP phosphatase -4.8%, XIAP displacement -3.0%, P. falciparum M1AAP 16.0% and WT yeast gro inh mutant strain -9.2.
For O=C(CCC(=O)Nc1ccccc1)NNC(=O)C(c1ccccc1)c1ccccc1 the results were PMI inhibitors 4.8%, PMI inhibition -2.1%, TNAP activators 1.2, WT yeast gro inh -5.9, P. falciparum M17LAP -5.5%, LYP phosphatase -1.4%, XIAP displacement 0.8%, Yfh1-off respiration inactive, P. falciparum M1AAP 2.1% and WT yeast gro inh mutant strain -7.9.
Screening CC(C)(C)c1ccc(C(=O)CCCSC2=C(C#N)C(c3ccco3)C3=C(CCCC3=O)N2)cc1 (stereo not given) returned PMI inhibitors 5.3%, PMI inhibition -3.3%, TNAP activators 1, WT yeast gro inh -9.8, P. falciparum M17LAP -8.6%, LYP phosphatase -1.0%, XIAP displacement 1.3%, P. falciparum M1AAP 7.4% and WT yeast gro inh mutant strain 4.1.
For Cc1ccc2nc(Cl)c(/C=N/NC(=O)c3ccccc3O)cc2c1 the results were PMI inhibitors 0.7%, PMI inhibition 1.1%, TNAP activators 1, WT yeast gro inh 61.6*, P. falciparum M17LAP 2.5%, LYP phosphatase -1.9%, XIAP displacement -8.6%, Yfh1-off respiration inactive, P. falciparum M1AAP 6.1% and WT yeast gro inh mutant strain 27.6*.
Screening CCCCc1cn([C@@H](CCCCNC(=O)OC(C)(C)C)C(=O)N2CCN(C(=O)OC(C)(C)C)CC2)nn1 returned PMI inhibitors -12.9%, PMI inhibition -14.7%, TNAP activators 1.1, WT yeast gro inh -1.8, P. falciparum M17LAP 5.7%, LYP phosphatase -6.4%, XIAP displacement -2.0%, Yfh1-off respiration inactive, P. falciparum M1AAP -1.9% and WT yeast gro inh mutant strain -5.3.
